PriA SSB inh – K. pneumoniae PriA-SSBct interaction inhibition | AlphaScreen SSBct-PriA binding, biotinylated peptide | inhibition, % at 33 µM | 0.6% of 430,000 active | AID 1272365; in the data active = inhibition mostly above about 37%, no sharp cut-off; inactive = mostly below about 20%;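 also: plate controls were negative control peptide for no effect and reference peptide for full effect; strong numbers were not always called active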
VHR inh abs – DUSP3 (human) phosphatase inhibition | inhibition, % at 13.3 µM | recombinant VHR phosphatase, pNPP absorbance | P51452 | AID 1654 | 0.52% of 290,000 active; in the data active = inhibition above about 50%; also: some compounds called inactive have numbers as strong as hits
Target sequence (P51452 whole entry, looked up): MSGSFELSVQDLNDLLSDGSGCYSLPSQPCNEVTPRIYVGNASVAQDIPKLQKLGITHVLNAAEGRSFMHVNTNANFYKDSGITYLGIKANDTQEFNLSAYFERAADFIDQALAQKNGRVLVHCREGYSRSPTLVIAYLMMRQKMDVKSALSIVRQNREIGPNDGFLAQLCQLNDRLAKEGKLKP
3CLpro inhibitor – SARS-CoV 3CLpro protease inhibition; P0C6X7; recombinant SARS-CoV 3CLpro, quenched FRET peptide cleavage; inhibition, % at 6 µM; 0.14% of 290,000 active; AID 1706; in the data active = inhibition above about 12%
Vc quorum ag – quorum light induction in luxS cqsA deficient V. cholerae | V. cholerae BH1578 lux reporter, luminescence, 6 h | 0.16% of 350,000 active | activation, % at 18.7 µM; in the data active = activation mostly above about 9.7%, no sharp cut-off; also: not every result past the cut was called active; inactives centre near 0; reference of the scale not given here
Rv3671c inh – inhibitors of M. tuberculosis serine protease Rv3671c. P9WHR9. inhibition, % at 5.96 µM. 0.048% of 320,000 active. AID 2606; in the data active = inhibition above about 38%;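 also: extracellular domain of Rv3671c used as enzyme; 0% = enzyme with DMSO and 100% = no enzyme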
Target sequence (P9WHR9 whole entry, looked up, the tested form may be a part): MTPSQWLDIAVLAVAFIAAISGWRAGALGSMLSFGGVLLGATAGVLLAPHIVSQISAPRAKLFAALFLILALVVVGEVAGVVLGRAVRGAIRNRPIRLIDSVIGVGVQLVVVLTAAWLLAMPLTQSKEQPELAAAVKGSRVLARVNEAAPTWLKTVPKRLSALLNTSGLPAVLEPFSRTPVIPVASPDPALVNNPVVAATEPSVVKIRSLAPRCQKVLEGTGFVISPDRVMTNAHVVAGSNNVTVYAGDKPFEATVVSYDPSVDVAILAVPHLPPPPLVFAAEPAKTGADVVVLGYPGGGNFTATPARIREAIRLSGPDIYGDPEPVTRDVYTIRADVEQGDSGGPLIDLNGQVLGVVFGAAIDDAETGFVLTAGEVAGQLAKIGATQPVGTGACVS
TcdB inh – blocks C. difficile toxin B glycohydrolase activity; P18177; inhibition, % at 9.99 µM; TcdB glycohydrolase enzymatic assay, plate reader; AID 652162; 0.24% of 350,000 active; in the data active = inhibition above about 10%
PrPC surface inh – reduces human prion protein on the cell surface; P04156; cell surface PrPC, TR-FRET read-out; inhibition, % at 13.8 µM; 0.43% of 370,000 active; in the data active = inhibition above about 24%; also: 0% = median of the test wells and 100% = reference compound wells
MazEF act – activators of E. coli MazEF toxin-antitoxin RNase. 0.32% of 350,000 active. activation, % at 20 µM. FAM/BHQ RNA-DNA oligo cleavage fluorescence, 5 h. P0AE70; in the data active = activation above about 50%
Target sequence (P0AE70 whole entry, looked up): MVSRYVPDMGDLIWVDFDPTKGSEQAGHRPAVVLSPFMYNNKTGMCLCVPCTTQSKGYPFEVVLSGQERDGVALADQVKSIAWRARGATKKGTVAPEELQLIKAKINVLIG
Yp Topo-I inh – inhibitors of Yersinia pestis topoisomerase I; Y. pestis Topo-I cleavage product accumulation, plate reader; activity, % at 10 µM; 0.064% of 360,000 active; AID 504884; in the data active = activity above about 50%, passing the limit was not always enough; also: inactives centre near 2
CCHFV vOTU inh – CCHFV vOTU protease inhibition | 0.55% of 370,000 active | inhibition, % at 11.5 µM | AID 651958 | Pep-AMC fluorescence; in the data active = inhibition above about 30%; also: 0% = vehicle wells with enzyme and 100% = no enzyme wells
The depositor's hits bear a star; i = inactive; / = not tested or not shown; & = joins results of further samples. Not all compounds are listed; count on the stated rates, not on these rows.

SMILES	PriA SSB inh	VHR inh abs	3CLpro inhibitor	Vc quorum ag	Rv3671c inh	TcdB inh	PrPC surface inh	MazEF act	Yp Topo-I inh	CCHFV vOTU inh
COc1ccc(CSc2nc(C)[nH]c2[N+](=O)[O-])cc1[N+](=O)[O-]	2	8	0	-0.7	-8	0.8	-17	6	-9	-11
Cc1cc(C(=O)NNC(=O)c2sccc2C)c(C)o1	-7	/	/	-0.5	-5	-1.3	-7	-3	-3	-3
Cc1ccn(C(=O)c2cc3c(C)nn(-c4ccccc4)c3s2)n1	-18	15	-3	-0.4	-2	/	/	12	0	/
Cc1ccc(OCC(=O)Nc2ccc(S(=O)(=O)N(C)C3CCN(C)CC3)cc2)c(C)c1	-3	5	5	-12	-8	1.4	-16	1	-8	9
CCCn1c(SCC(=O)NCc2ccc3c(c2)OCO3)n[nH]c1=O	-1	/	/	-0.6	-3	0.7	-8	1	2	14
O=[N+]([O-])c1cc(Cl)cc(C2=NCCN2)c1	-7	2	-6	-0.2	-2	/	-27	-4	3	0
O=C(N/N=C/C=C\c1ccccc1[N+](=O)[O-])c1cccs1	/	-2	-5	-2.7	-3	0.2	-6	-1	7	12
CC(c1ccccc1)N1CC(C(=O)N2CCN(c3ccccc3)CC2)CC1=O (stereo unspecified)	-5	38	0	-0.3	-7	-1.1	-2	5	13	-1
O=S(=O)(c1ccc2c(c1)OCCO2)N1CCN(S(=O)(=O)c2c(F)cc(F)cc2F)CC1	-16	/	/	i	1	0.3	0	3	-5	12
C=CCOc1ccc(C2C(C#N)=C(N)N(N(C)C)C3=C2C(=O)CCC3)cc1 (stereo unspecified)	8	2	-1	i	5	-3.8	-3	0	1	-6
COc1ccccc1NC(=O)c1ccc(-c2ccccc2[N+](=O)[O-])o1	2	-29	-5	-0.2	-13	0.3	-8	3	25	3
Cc1ccc2c(c1)N(CC(=O)NCCCN1CCCCC1)C(=O)CO2	-4	64	3	i	-5	0.7	2	9	0	0
COC1=C(N)C(=O)c2nc(-c3nc(C(=O)O)c(C)c(-c4ccc(OC)c(OC)c4O)c3N)ccc2C1=O	-11	1	0	179*	4	/	/	-23	/	/
CCCOC(=O)c1cc(=O)[nH]c2ccccc12	-22	15	6	/	-1	/	3	-4	-1	-1
Cc1ccc(NS(=O)(=O)c2c(C)[nH]c(C)c2C(=O)N2CCCC2)cc1Cl	-8	38	-3	-0.5	-4	0.8	3	-11	-2	-21
COc1cc(NC(=O)c2nccn2C)cc(C(=O)Nc2cccc(C(F)(F)F)c2)c1	6	26	/	-0.7	-5	-10&-0.2	6&-1	6&8	-5&21	14&-5
COCCCN=C1NN=C(c2cc(C)n(Cc3ccco3)c2C)CS1	-2	-4	4	-0.2	0	0.8	2	-1	6	10
COc1ccc(Br)cc1CN(C)CC(=O)Nc1cccc(S(=O)(=O)N2CCCC2)c1	-4	/	/	i	-5	1.6	6	-2	29	3
COC(=O)[C@@H](NC(=O)c1ccccc1)[C@@H](C)O	-7	5	0	i	-6	1.2	-1	10	-2	-5
O=C(CSc1nccc(=O)[nH]1)NC1CCCc2ccccc21 (stereo unspecified)	3	14	-1	-0.2	10	0.7	-1	-6	3	19
CC(=O)c1ccc(NC(=O)CN2CCN(c3ccccc3)CC2)cc1	-7	32	8	i	-7	-1.4	-1	4	-2	-11
CCSC1=NCCN1C(=O)c1ccc(S(=O)(=O)N(C)C)cc1	4&-6	20	-1	i	1	0.5	0	4	-1	-4
Cc1ccc(NC(=O)NNS(=O)(=O)c2ccc(Br)cc2)cc1	-6	9	1	0.2	-12	/	-2	0	4	6
CCSC1=N/C(=C\c2cccnc2)C(=O)N1c1ccccc1	-15	3	1	-0.6	2	/	0	7	2	-1
O=C(CSc1nnc(-c2ccccc2F)n1C1CC1)NCc1ccco1	4	/	/	i	-8	1.7	2	8	-9	1
CC(=O)N(Cc1c(C#N)c2ccccc2n1C)c1ccccc1	-14	-5	-2	-0.3	-2	/	7	7	-1	7
CN(Cc1ccc(F)cc1)C(=O)c1cc(COc2ccc(F)cc2F)on1	-31	35	4	-0.2	2	1.3	5	0	22	-6
O=C(CN(C(=O)CCC(=O)Nc1nccs1)c1cccc(F)c1)NCc1ccc2c(c1)OCO2	2	20	-3	-1.5	1	1.5	-3	-2	3	1
COc1cnn(-c2cc(Oc3ccc(C)cc3)ncn2)c(=O)c1Cl	-7	-21	1	-0.2	-4	/	-15	4	7	5
CC1(c2ccc(C#N)cc2)NC(=O)N(CC(=O)Nc2cc(S(=O)(=O)N3CCOCC3)ccc2Cl)C1=O (stereo unspecified)	4	-18	-3	-0.2	4	0.9	3	2	20	1
CC1=CC(C)(C)N(C(=O)CSc2ncn[nH]2)c2ccccc21	-8	0	-4	i	-1	/	-2	5	1	3
OCCC1CN(Cc2cccn2-c2nccs2)CCN1CCc1ccccc1 (stereo unspecified)	-9	35	-5	-0.4	7	0.7	1	-14	-1	-11
COc1ccc(CNC(=O)c2cc(C)nc3ccccc23)cc1OC	0	17	1	-0.2	1	0.7	7	6	1	-8
COC(=O)C1=C(C)N(c2ccc(OC)cc2)C(C)=C(C(=O)OC)C1c1ccccc1	-2	12	-3	-0.4	6	0.1	-1	-11	2	0
COc1ccc(/C=N/N=C2\CC3CCC2(C)C3(C)C)cc1O (stereo unspecified)	/	22	2	5.9	10	/	1	-3	9	18
Cc1ccc(C(=O)CSc2nnc(-c3ccccc3N)n2C)cc1	-12	-19	-1	-0.2	5	-1.1	-4	2	12	7
Oc1c(Br)cc(Br)cc1CNc1ccccn1	-25	-11	0	-0.3	-8	-0.7	-3	10	-8	8
N/C(=N\OC(=O)c1cccs1)C1(c2ccc(Cl)cc2Cl)CC1	i	18	-7	i	8	0.5	6	-1	0	-15
Cc1cccc(-c2nnc(SCC(=O)Nc3nc4c(s3)CCCC4)n2C)c1	6	4	-2	0.6	-5	/	-3	8	36	9
O=C(O)c1cccnc1SC1CC(=O)N(Cc2ccccc2)C1=O (stereo unspecified)	-4	6	0	-0.5	2	/	-4	4	-3	6

Entries of single compounds from above. Order of screens: PriA SSB inh, VHR inh abs, 3CLpro inhibitor, Vc quorum ag, Rv3671c inh, TcdB inh, PrPC surface inh, MazEF act, Yp Topo-I inh, CCHFV vOTU inh
CN(Cc1ccc(F)cc1)C(=O)c1cc(COc2ccc(F)cc2F)on1 in the list: -31, 35, 4, -0.2, 2, 1.3, 5, 0, 22, -6
O=C(O)c1cccnc1SC1CC(=O)N(Cc2ccccc2)C1=O (stereo unspecified) in the list: -4, 6, 0, -0.5, 2, /, -4, 4, -3, 6

Next section
SMILES	PriA SSB inh	VHR inh abs	3CLpro inhibitor	Vc quorum ag	Rv3671c inh	TcdB inh	PrPC surface inh	MazEF act	Yp Topo-I inh	CCHFV vOTU inh
O=C1CC(c2ccccc2)c2cccc(F)c21 (stereo unspecified)	-16	18	5	i	-1	0.9	7	10	-7	-14
CCc1nc(C)cn1S(=O)(=O)c1ccc2c(c1)OCCO2	-6	/	/	0.8	/	4.1	-3	3	-7	5
Cn1c(=O)n(C)c2cc(NS(=O)(=O)c3ccccc3[N+](=O)[O-])ccc21	-6	18	0	0.8	7	-0.4	0	0	2	7
COc1ccc(-c2nc(CS(=O)(=O)CC(=O)NCCCc3ccccc3)c(C)o2)cc1	-4	46	-1	-0.9	-6	1.7	-1	0	20	3
COCCNC(=O)c1sc(=O)n(Cc2ccc(SC)cc2)c1C	/	/	/	-0.5	/	0.7	-1	/	3	-4
CCCCCn1c(SCC(=O)CC(=O)OCC)nc2cc(C(=O)N3CCC(C(N)=O)CC3)ccc2c1=O	3	-6	2	-0.6	3	0.2	-2	9	17	8
O=S(=O)(Cc1ccccc1)C1CCCCC1O (stereo unspecified)	-7	4	-1	i	-7	-0.2	9	7	3	-10
O=C(NN=Cc1ccccc1Cl)c1ccc([N+](=O)[O-])cc1	-11	/	/	i	/	0.8	-6	4	3	-8
CC(=O)N1CCc2cc(S(=O)(=O)NCCC(=O)N3CCc4ccccc4C3)ccc21	-8	14	-4	-5.8	-3	/	/	9	3	/
Cc1ccc(S(=O)(=O)N2CCC(C(=O)OCC(=O)N(CC(C)C)C3CCS(=O)(=O)C3)CC2)cc1C (stereo unspecified)	-6	-4	4	i	8	7.4	-3	-1	4	-6
O=C(Nc1ccc2c(c1)OCO2)C1CCN(C(=O)c2cccs2)CC1	-23	36	1	i	/	/	-6	6	0	-1
CCOc1cccc(C(=O)Nc2nccs2)c1	-8	13	-1	-0.3	-7	/	8	-12	-3	17
CN(C)CC(C)(C)CNc1ccc(S(=O)(=O)N2CCCC2)cn1	1	/	/	0.8	-3	1.6	-2	-3	6	5
Cc1cccc(-n2c(Cc3cc(=O)[nH]c(=O)[nH]3)nnc2SCC(=O)N2CCc3ccccc32)c1	-11	-5	2	-0.3	-8	-4.0	5	4	10	8
CCCOc1ccc(C2c3c(oc4ccccc4c3=O)C(=O)N2CCCN2CCOCC2)cc1 (stereo unspecified)	5	-6	-4	9.1	-7	/	3	0	6	-4
O=C(CCS(=O)(=O)Cc1ccccc1)Nc1nncs1	0	15	-2	-0.2	-1	-1.8	4	-8	2	13
CCN(c1ccccc1)S(=O)(=O)c1ccc(C(=O)Nc2ncccc2C)cc1	6	/	/	-0.8	10	-1.0	2	6	-2	-9
O=C(Nc1ccc(F)cc1)C1CCCN(S(=O)(=O)c2cccc3nonc23)C1 (stereo unspecified)	-2	1	2	-0.4	2	0.3	-12	3	-5	-7
O=C(O)CC(C(=O)O)N1C(=O)/C(=C/c2ccc(-c3nc4ccccc4s3)o2)SC1=S (stereo unspecified)	10	21	-11	-2.6	11	/	-16	-44	-14	18
CN(C)C(=O)c1cccn1-c1ncc(C(F)(F)F)cc1Cl	-10	20	2	-0.2	0	0.6	-3	11	-10	-6

Overlap with the part before: 6 entries; new compounds follow.
SMILES	PriA SSB inh	VHR inh abs	3CLpro inhibitor	Vc quorum ag	Rv3671c inh	TcdB inh	PrPC surface inh	MazEF act	Yp Topo-I inh	CCHFV vOTU inh
CCCOc1ccc(C2c3c(oc4ccccc4c3=O)C(=O)N2CCCN2CCOCC2)cc1 (stereo unspecified)	5	-6	-4	9.1	-7	/	3	0	6	-4
O=C(CCS(=O)(=O)Cc1ccccc1)Nc1nncs1	0	15	-2	-0.2	-1	-1.8	4	-8	2	13
CCN(c1ccccc1)S(=O)(=O)c1ccc(C(=O)Nc2ncccc2C)cc1	6	/	/	-0.8	10	-1.0	2	6	-2	-9
O=C(Nc1ccc(F)cc1)C1CCCN(S(=O)(=O)c2cccc3nonc23)C1 (stereo unspecified)	-2	1	2	-0.4	2	0.3	-12	3	-5	-7
O=C(O)CC(C(=O)O)N1C(=O)/C(=C/c2ccc(-c3nc4ccccc4s3)o2)SC1=S (stereo unspecified)	10	21	-11	-2.6	11	/	-16	-44	-14	18
CN(C)C(=O)c1cccn1-c1ncc(C(F)(F)F)cc1Cl	-10	20	2	-0.2	0	0.6	-3	11	-10	-6
O=C(Nc1nnc(S(=O)(=O)N2CCOCC2)s1)c1cccc(F)c1	-3	21	-4	-0.2	12	6.2	4	4	-9	1
COc1cccc2cc(C(=O)C3=C(O)C(=O)N(CCN4CCOCC4)C3c3cccc(Cl)c3)oc12 (stereo unspecified)	5	5	1	-0.3	-1	-1.5	9	-1	24	2
Cc1occc1C(=O)NNC(=O)c1cccc(F)c1	-10	17	2	-0.2	-4	-0.1	-4	11	-9	-7
COc1ccc(C(=O)NC2CC2)cc1OC1CCN(Cc2cnn(C)c2)CC1	-8	10	1	i	-4	-0.6	0	-4	0	7
O=C(CNCCO)N1N=C(c2cccs2)CC1c1cccs1 (stereo unspecified)	-12	25	3	-0.5	-9	0.8	-3	6	10	14
C/C(=N\NC(=O)c1ccccc1F)c1cccc(NC(=O)c2ccc(C)cc2)c1	/	44	4	-0.8	-1	-0.7	5	6	8	-7
COc1ccc(NC2CCCN(C(=O)CSc3ccncc3)C2)cc1 (stereo unspecified)	-3	8	-13	-0.3	-7	1.5	5	6	7	12
COc1ccccc1OCc1ccc(C(=O)n2nc(C)c(Cl)c2C)o1	-29	6	-6	-0.3	8	/	8	-6	39	7
C[C@H]1CN([C@@H](C)CO)C(=O)CCCn2nncc2CO[C@H]1CN(C)S(=O)(=O)c1ccc(C#N)cc1	/	/	/	-2.3	/	0.6	7	8	-8	8
COc1ccc(C(=O)Nc2ccc3c(c2)nc2n3CCSC2)cc1	5	3	2	i	-10	/	-11	3	-2	18

Screening results from PubChem.
